Screens from PubChem.
phage Ecoli inh: E. coli growth loss with phage present. growth absorbance. inhibition, % at 11.9 µM. actives 0.26% (n = 360,000). AID 651602; in the data active = inhibition above about 11%
Wnt act: activators of Wnt/beta-catenin signaling | Wnt/beta-catenin reporter cell assay, activator, plate reader | activation, % at 9.35 µM | actives 1.2% (n = 300,000); in the data active = activation above about 30%, passing the limit was not always enough;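 also: 0% = neutral control wells and 100% = positive control wells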
SR-BI DiI-HDL act: activators of SR-BI mediated HDL lipid uptake; CHO ldlA[mSR-BI] cells, DiI-HDL uptake fluorescence, 3 h; 100 = double the neutral-control signal; activation, % at 12.5 µM; actives 0.096% (n = 320,000); AID 504775;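 active = mean replicate activation of at least 60% and every replicate at or above 60%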;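 also: 0% = median plate neutral-control signal and 100% = twice that signal; values of inactives mirror those of a sister screen read the other way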
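Test system: SR-BI-overexpressing, LDLR-lacking CHO cells; Medium: Ham's F12 with 0.5% BSA, HEPES 25 mM, pH 7.4; Schedule: 3 h, 37 °C; Technique: bottom-read fluorescence, 550/595 nm.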
CAL PDZ FP-1: blocks peptide binding to human CAL PDZ domain; Q9HD26; purified CAL PDZ, TMR-peptide fluorescence polarization, 1 h; inhibition, % at 20 µM; actives 0.02% (n = 330,000); AID 504414;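 active = highest replicate inhibition of at least 40%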;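 also: plate controls were DMSO neutral control wells for no effect and unlabeled competitor peptide control wells for full effect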
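System: tagged CAL PDZ domain. Schedule: 1 h room-temperature incubation prior to read. Signal: fluorescence polarization (mP). Measure: percent inhibition from loss of millipolarization.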
MITF TRPM1 HTS: activators of MITF-driven TRPM1 promoter activity in SK-MEL-5 cells | SK-MEL-5 TRPM1-promoter luciferase, 24 h; % of positive control, neutral wells = 0 | activation, % at 12.5 µM | actives 0.75% (n = 300,000);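 active = mean activation of at least 80% with every replicate also reaching 80%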;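 also: 0% = neutral control wells and 100% = parthenolide positive control wells; values of inactives mirror those of a sister screen read the other way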
Ecoli viability: bacterial growth inhibition, counter-screen for AddAB inhibitors. E. coli V3065 growth, OD600 absorbance, 18 h. inhibition, % at 11.9 µM. actives 0.27% (n = 330,000). AID 449728;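 active = inhibition above the campaign's mean inhibition across all tested compounds plus 3 SD, cut at about 9.9% in these data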;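 also: uninfected addAB+ strain grown without phage in ampicillin broth; 0% = DMSO wells and 100% = ciprofloxacin 0.95 µg/ml wells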
SR-BI DiI inh: mouse SR-BI HDL lipid transfer inhibition; AID 488896; actives 0.96% (n = 320,000); ldlA[mSR-BI] CHO cells, DiI-HDL uptake fluorescence, 3 h; Q61009; inhibition, % at 12.5 µM;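 active = mean replicate inhibition of at least 70% and a set share of replicates each scoring 70 or more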;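 also: 0% = median of neutral control wells and 100% = median of positive control wells; values of inactives mirror those of a sister screen read the other way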
Target sequence (Q61009 whole entry, looked up): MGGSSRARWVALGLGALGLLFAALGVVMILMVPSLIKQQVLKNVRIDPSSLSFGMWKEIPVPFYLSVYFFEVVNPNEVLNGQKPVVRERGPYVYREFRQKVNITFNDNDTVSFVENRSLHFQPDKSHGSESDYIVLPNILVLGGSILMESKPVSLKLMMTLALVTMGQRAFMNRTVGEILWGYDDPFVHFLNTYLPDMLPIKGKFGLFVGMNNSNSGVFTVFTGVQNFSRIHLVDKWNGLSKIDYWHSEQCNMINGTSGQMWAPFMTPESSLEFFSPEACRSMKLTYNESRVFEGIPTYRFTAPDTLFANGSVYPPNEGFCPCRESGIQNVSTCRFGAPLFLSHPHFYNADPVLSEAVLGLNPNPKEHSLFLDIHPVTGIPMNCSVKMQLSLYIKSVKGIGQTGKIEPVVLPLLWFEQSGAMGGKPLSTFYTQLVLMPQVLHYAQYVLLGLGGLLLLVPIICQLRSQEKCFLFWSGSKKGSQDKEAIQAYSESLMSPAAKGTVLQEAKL
Tat export inh: blocks Tat-dependent protein export in E. coli; E. coli MC4100 TorA-mCherry Tat export, fluorescence; inhibition, % at 10 µM; actives 0.036% (n = 340,000); AID 488895;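 active = mean replicate inhibition at least 50% and at least half of replicates individually reaching 50%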;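 also: exported cargo escapes ClpAP degradation while cytoplasmic cargo is degraded and loses fluorescence; 0% = median of neutral control wells and 100% = median of NaSCN control wells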
CAL PDZ FP-2: blocks peptide binding to the human CAL PDZ domain; AID 602252; inhibition, % at 24.9 µM; purified CAL PDZ, TMR-peptide fluorescence polarization, 1 h; actives 0.92% (n = 300,000);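 active = mean inhibition of at least 30% with at least half of replicates also reaching 30%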;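 also: 0% = DMSO neutral control and 100% = excess unlabeled competitor peptide PRC23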
AddAB inh: less growth of phage-infected E. coli with AddAB. inhibition, % at 11.9 µM. actives 0.29% (n = 330,000). E. coli expressing H. pylori AddAB, absorbance growth; in the data active = inhibition above about 12%;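 also: 0% = vehicle wells of infected cells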
* = called active by the depositor; / = no result given; & = joins results of further samples.

SMILES | phage Ecoli inh | Wnt act | SR-BI DiI-HDL act | CAL PDZ FP-1 | MITF TRPM1 HTS | Ecoli viability | SR-BI DiI inh | Tat export inh | CAL PDZ FP-2 | AddAB inh
O=[N+]([O-])c1ccc(/C=C/c2nc3ccc([N+](=O)[O-])cc3[nH]2)cc1 | 1.3 | 1 | -15 | 0.3 | 16 | 1.0 | 15 | -10 | -3 | 4.2
CC(=O)N1CCc2cc(S(=O)(=O)CCC(=O)NCc3ccc(F)cc3)ccc21 | 1.4 | -1 | 18 | -0.6 | -4 | -0.9 | -18 | -8 | / | -1.6
O=[N+]([O-])c1cccc(/C=N/Nc2cc(N3CCOCC3)ncn2)c1 | 1.5 | 5 | -3 | 0.1 | 3 | 0.5 | 3 | 5 | -2 | -1.4
CC(=O)c1coc2c1cc(O)c1ccccc12 | 1.8 | 12 | -5 | 0.7 | / | -3.5 | 5 | -5 | -1 | -0.3
CCOC(=O)c1c(NC(=O)c2ccco2)sc(C(=O)N2CCCC2)c1C | 0.1 | 5 | -31 | -1.4 | / | -0.1 | 31 | -2 | 0 | 1.0
O=C(CCC1CCCN(C(=O)c2cncs2)C1)NCc1ccc(F)c(F)c1 (stereo not drawn) | 2.4 | -1 | -1 | 0.2 | 13 | 0.7 | 1 | -10 | 0 | 1.4
CCOC(=O)c1ccc(NC(=O)CS(=O)(=O)c2cn(CC)c3ccccc23)cc1 | 0.5 | -5 | -64 | -0.1 | -7 | -3.0 | 64 | 16 | -4 | 0.8
COc1ccc(C(=O)NNC(=O)C2CCCN(C3CC(=O)N(c4ccccc4)C3=O)C2)cc1 (stereo not drawn) | 2.9 | 6 | 0 | 0.2 | 0 | -0.5 | 0 | 3 | -2 | -1.6
COc1ccc(C)cc1NC(=O)C1CC(=O)OC12CCCCC2 (stereo not drawn) | 3.0 | -1 | 12 | -0.3 | -1 | 2.0 | -12 | 5 | -1 | 2.9
CCCOc1ccc(CSC2=NCCN2)cc1[N+](=O)[O-] | 1.3 | / | 6 | -1.3 | 18 | -1.7 | -6 | -8 | 1 | -0.8
COc1cc2c(cc1OC)CN(C(=O)CN1CCN(S(=O)(=O)c3ccccc3)CC1)CC2 | 0.2 | 1 | -4 | 0.3 | -14 | -1.2 | 4 | -1 | / | 4.4
CCOc1ccc(CCNC(=O)CN2C(=O)CCSc3ccccc32)cc1 | 1.1 | 0 | 0 | -1.4 | 0 | -2.5 | 0 | -8 | -4 | 1.4
CCOC(=O)c1cc(NC(=O)c2ccco2)ccc1N1CCOCC1 | 2.6 | -2 | -2 | -0.7 | -10 | 0.1 | 2 | 1 | 1 | -2.6
O=C(NCCCc1ccccc1)c1cc(COc2c(F)cccc2F)on1 | 3.0 | 28 | -5 | -2.1 | 36 | -0.8 | 5 | 1 | 0 | 7.3
CCOC(=O)NN1C(=O)c2ccccc2NC1c1ccccc1O (stereo not drawn) | 1.8 | -1 | 8 | 0.5 | -1 | -0.2 | -8 | -4 | 1 | 3.0
COc1ccc(C2CC(c3ccccc3)=NN2C(=O)CSc2nccc(=O)[nH]2)cc1 (stereo not drawn) | 3.1 | 4 | -8 | 0.7 | -5 | 0.2 | 8 | 12 | / | 2.8
CC1CC(C)CN(CC(=O)Nc2cc(S(=O)(=O)N3CCOCC3)ccc2N2CCCC2)C1 (stereo not drawn) | 1.2 | 3 | 32 | 0.1 | 6 | -2.3 | -32 | 0 | / | 0.4
O=c1[nH]c(CSc2ncnc3sccc23)nc2cc(C(F)(F)F)ccc12 | 1.2 | 5 | -10 | -0.1 | -14 | -0.3 | 10 | 1 | -3 | 1.4
CCCc1cc(C(=O)OCC(=O)N(CCC)c2c(N)n(Cc3ccccc3)c(=O)[nH]c2=O)sc1C | 4.1 | -1 | -55 | -2.1 | -2 | -1.4 | 55 | -2 | -3 | 2.2
CC1(C)Cc2nc3sc4c(SCC(=O)NC(c5ccccc5)c5ccccc5)ncnc4c3cc2CO1 | -1.4 | / | -7 | -0.1 | -18 | -0.8 | 7 | 5 | 0 | 3.8
O=C(CSc1ncn[nH]1)N1CCN(S(=O)(=O)c2ccccc2)CC1 | 3.9 | / | 23 | 0.1 | -4 | 0.3 | -22 | -4 | -5 | 3.0
Nn1c(SCC(=O)N2CCCCC2)nnc1-c1ccncc1 | -0.9 | -1 | / | -0.5 | 1 | -0.4 | / | -1 | 2 | 4.2
COc1ccc(CCN(C)C(=O)c2cc(S(=O)(=O)N3CCCCCC3)ccc2OC)cc1OC | 2.3 | -1 | -16 | -1.8 | -12 | 0.7 | 16 | -8 | -4 | -0.5
N=C1SCC(=O)N1c1ncc(Cc2ccc(F)cc2)s1 | 2.2 | -1 | 10 | -0.8 | -11 | 2.2 | -10 | -6 | -5 | 8.5

Fetched by structure from above, five records:
SMILES | phage Ecoli inh | Wnt act | SR-BI DiI-HDL act | CAL PDZ FP-1 | MITF TRPM1 HTS | Ecoli viability | SR-BI DiI inh | Tat export inh | CAL PDZ FP-2 | AddAB inh
N=C1SCC(=O)N1c1ncc(Cc2ccc(F)cc2)s1 | 2.2 | -1 | 10 | -0.8 | -11 | 2.2 | -10 | -6 | -5 | 8.5
O=c1[nH]c(CSc2ncnc3sccc23)nc2cc(C(F)(F)F)ccc12 | 1.2 | 5 | -10 | -0.1 | -14 | -0.3 | 10 | 1 | -3 | 1.4
CC1(C)Cc2nc3sc4c(SCC(=O)NC(c5ccccc5)c5ccccc5)ncnc4c3cc2CO1 | -1.4 | / | -7 | -0.1 | -18 | -0.8 | 7 | 5 | 0 | 3.8
COc1ccc(CCN(C)C(=O)c2cc(S(=O)(=O)N3CCCCCC3)ccc2OC)cc1OC | 2.3 | -1 | -16 | -1.8 | -12 | 0.7 | 16 | -8 | -4 | -0.5
CC1CC(C)CN(CC(=O)Nc2cc(S(=O)(=O)N3CCOCC3)ccc2N2CCCC2)C1 (stereo not drawn) | 1.2 | 3 | 32 | 0.1 | 6 | -2.3 | -32 | 0 | / | 0.4

New compounds follow:
SMILES | phage Ecoli inh | Wnt act | SR-BI DiI-HDL act | CAL PDZ FP-1 | MITF TRPM1 HTS | Ecoli viability | SR-BI DiI inh | Tat export inh | CAL PDZ FP-2 | AddAB inh
Cc1nnc(N(Cc2ccccc2)C(=O)c2cnccn2)s1 | 1.0 | / | 5 | -1.0 | 0 | 1.3 | -5 | -8 | / | -0.4
CCN(CC)CCNC(=O)CS(=O)Cc1nc(-c2ccc(C)cc2)oc1C (stereo not drawn) | 3.2 | 0 | 4 | -0.5 | 5 | -0.7 | -4 | -6 | 0 | 5.6
CC1Cc2nc(SCC(=O)NCc3ccccc3)n(Cc3ccccc3)c(=O)c2S1 (stereo not drawn) | 1.6 | 2 | -27 | 0.7 | 2 | -2.7 | 27 | 11 | 1 | -2.5
CCOC(=O)c1c(N)sc(C(=O)OCCOC)c1C | 4.7 | 0 | -12 | -2.3 | 39 | 0.2 | 12 | -3 | -3 | 1.4
Cc1c(CCO)c(=O)[nH]n1S(=O)(=O)c1ccc([N+](=O)[O-])cc1 | 1.2 | 2 | 6 | 0.0 | -16 | -0.2 | -6 | -17 | -3 | 2.0
c1cncc(Nc2nc(-c3cccnc3)cs2)c1 | 7.0 | / | 4 | -0.4 | 22 | 3.3 | -4 | -5 | / | 2.4
Cc1onc(-c2ccccc2)c1C(=O)NCC1CCN(C(=O)c2c(-c3ccccc3)noc2C)CC1 | 2.6 | 3 | -13 | / | -11 | 0.9 | 13 | -11 | -3 | 1.2
CCN1CCN(Cc2ccc(NC(=O)c3cc(NC(=O)C4=NN(c5ccccc5)C(=O)C4)cc(OC)c3)cc2C(F)(F)F)CC1 | 6.2&4.5 | -2&-1 | -30 | -0.2 | -4 | -2.4 | 30 | 9 | -3 | -1.1
Cn1c(CSc2nc3ccccc3s2)nnc1SCC(=O)NCc1ccccn1 | 3.1 | / | -16 | -0.7 | / | -1.9 | 16 | -1 | / | 1.2
CC1=C(C)C(=O)C(N2CCOCC2)=CC1=O | 2.6 | 3 | 2 | -0.4 | -17 | / | -2 | 1 | -7 | /
O=[N+]([O-])C(/C=C(\Cl)[N+](=O)[O-])=C(N1CCCCC1)N1CCCCC1 | 5.2 | 3 | 12 | -1.1 | -26 | -0.5 | -12 | 1 | 2 | -0.5
COC(=O)c1ccc(NC(=O)CS(=O)(=O)Cc2ccccc2)cc1 | -0.8 | / | -6 | -1.1 | 2 | 0.9 | 6 | 3 | -2 | -1.1
O=C(CNC(=O)c1ccc(Br)o1)NCc1cccc(Cl)c1 | 2.6 | -1 | 16 | -0.8 | -5 | 0.9 | -16 | 1 | 6 | 4.9
CC1=N/C(=C\c2ccc([N+](=O)[O-])cc2)C(=O)N1c1ccc(Cl)cc1 | 0.5 | 0 | -23 | -2.6 | 4 | -2.7 | 23 | 2 | -3 | 2.6
COc1ccccc1C(=O)Nc1ccc(C(=O)N2CCCCC2)cc1 | 0.5 | 2 | -41 | -0.2 | -2 | 1.2 | 41 | -8 | 0 | 3.2
CC(C)=CC(=O)OCC(=O)Nc1ccc(F)cc1Cl | -0.6 | 2 | 18 | / | 15 | -0.7 | -18 | -2 | -7 | 1.2
CC(=O)c1c(C)[nH]c(C(=O)CSc2nnc(-c3ccccc3)o2)c1C | 2.9 | / | / | -1.7 | -9 | 1.3 | / | 9 | -4 | 2.4
Cc1cccc(/C=C/C(=O)c2cc(Br)ccc(=O)c2O)c1 | 17* | / | 3 | -0.2 | -22 | 5.9 | -3 | -1 | -4 | 7.9
CCOC(=O)C1CCN(S(=O)(=O)c2nc3nc(C)cc(C)n3n2)CC1 | 3.0 | / | 6 | -0.9 | 9 | -1.4 | -6 | 0 | 0 | 1.9
COc1cc2c(C(=O)N(C)c3cc(Cl)ccc3OC)cn(C)c(=O)c2cc1OC | 3.9 | 2 | 13 | -1.6 | 9 | 3.5 | -13 | 2 | 14 | 2.3
[O-][N+]12CCCCC1CCCC2CO (stereo not drawn) | -1.0 | -4 | / | -1.2 | 5 | -0.9 | / | -4 | -6 | -0.3
CCN1CCN(c2nc(-c3ccccc3Cl)nc3ccccc23)CC1 | 1.7 | 2 | / | 1.2 | 7 | 2.1 | / | 1 | 1 | -0.2
COc1ccc(-c2nc(C#N)c(NCc3ccccc3Cl)o2)cc1 | -0.5 | 22 | -16 | -1.7 | 26 | -0.9 | 16 | 2 | 9 | -2.0
Oc1ccc(Cl)cc1/C=C/c1ccc2cccc(O)c2n1 | 3.2 | 16 | -74 | 1.4 | -1 | / | 74* | -8 | -2 | /
Cc1ccc(Cn2nc(C)c(NC(=O)CCCn3nc(C)c([N+](=O)[O-])c3C)c2C)cc1 | 4.3 | -2 | -16 | -1.1 | 3 | -1.9 | 16 | -3 | -4 | 0.6
COc1cccc(N2CCN(CC(=O)Nc3ccnn3C3CCCC3)CC2)c1 | 0.8 | -4 | -1 | 0.5 | 3 | 2.0 | 1 | -8 | -1 | 4.0
COc1ccc(C(CNC(=O)c2ccc(C)c(S(=O)(=O)N3CCCCC3)c2)N2CCCC2)cc1 (stereo not drawn) | 0.8 | -2 | -60 | 0.7 | 13 | / | 60 | 8 | 0 | /
COc1ccc(CCNC(=O)CSc2nc3ccsc3c(=O)n2CC2CCC(C(=O)O)CC2)cc1OC (stereo not drawn) | 2.1 | 3 | -7 | -0.5 | -8 | 2.1 | 7 | -7 | -2 | 0.8

Outcome played no part in choosing rows; about 3.6% have a hit in one of these screens.
